Screens (PubChem BioAssay)
Mtb BioA inh = inhibitors of Mycobacterium tuberculosis BioA enzyme; AID 602481; purified M. tuberculosis BioA enzyme, plate reader; inhibition, % at 9.99 µM; actives 0.096% (n = 360,000); in the data active means inhibition above about 40%
Numbers without * were called inactive; & = joins results of further samples. An excerpt (hit frequency here may not be typical).

nr | Molecule | Mtb BioA inh
1 | C[C@@H]1CCCCO[C@@H](CN(C)S(C)(=O)=O)[C@H](C)CN([C@H](C)CO)C(=O)c2cc(NC(=O)Cc3ccccc3)ccc2O1 | -0.1
2 | COc1ccc(S(=O)(=O)Nc2ccc3c(c2)CC(=O)N([C@H](C)CO)C[C@H](C)[C@@H](CN(C)CC2CC2)O3)cc1 | 0.8
3 | COc1ccccc1NC(=O)N1CCCCN2[C@H](C1)[C@H](c1ccc(C#CC3CC3)cc1)[C@@H]2CO | -11.0
4 | O=C(Cc1ccccn1)N[C@H]1CC[C@H](CCNS(=O)(=O)c2cccc(F)c2)O[C@H]1CO | -2.4
5 | COc1cccc(-c2ccc3n(c2=O)C[C@@H]2[C@@H](CO)[C@H](C(=O)N(C)C)N(C(=O)C4CC4)[C@H]32)c1 | -0.1
6 | CCC(=O)N[C@@H]1CC[C@@H](CC(=O)NCC2CCCCC2)O[C@H]1CO | -2.3
7 | Cc1noc(C)c1S(=O)(=O)Nc1ccc2c(c1)C(=O)N([C@@H](C)CO)C[C@H](C)[C@@H](CN(C)Cc1ccccc1)OCCCC[C@H](C)O2 | 4.3
8 | C[C@H]1CN([C@@H](C)CO)C(=O)c2cc(C#CC3CC3)cnc2O[C@@H]1CN(C)Cc1cccc(C(=O)O)c1 | 1.2
9 | C[C@@H]1CN([C@H](C)CO)C(=O)c2cc(NC(=O)Nc3ccc(F)cc3)ccc2O[C@H]1CN(C)Cc1ccc(Cl)c(Cl)c1 | 5.8
10 | CCCNC(=O)C[C@@H]1C[C@H]2c3cc(NS(=O)(=O)c4cccc(OC)c4)ccc3O[C@H]2[C@H](CO)O1 | 0.0
11 | C[C@H](CO)N1C[C@H](C)[C@@H](CN(C)C(=O)CN(C)C)Oc2ncc(-c3ccc(C(=O)N(C)C)cc3)cc2C1=O | 0.5
12 | CC(C)NC(=O)N(C)C[C@H]1Oc2ccc(NC(=O)CCC(F)(F)F)cc2C(=O)N([C@@H](C)CO)C[C@H]1C | 1.8
13 | COc1ccc(NC(=O)N(C)C[C@@H]2OCCCC[C@@H](C)Oc3ccc(NC(=O)CCC(F)(F)F)cc3C(=O)N([C@H](C)CO)C[C@H]2C)cc1 | -0.1
14 | O=C(C[C@@H]1CC[C@@H]2[C@H](COC[C@@H](O)CN2CCC(F)(F)F)O1)NCc1ccc(Oc2ccccc2)cc1 | 1.6
15 | C[C@H]1CN([C@@H](C)CO)C(=O)Cc2cc(NC(=O)CCCCCC(=O)Nc3ccccc3N)ccc2O[C@@H]1CN(C)S(=O)(=O)c1cccs1 | -0.3
16 | COc1ccc(-c2ccc([C@@H]3[C@@H](C#N)N(C(=O)NC(C)C)[C@H]3CO)cc2)cc1 | -0.6
17 | COc1ccc(S(=O)(=O)Nc2ccc3c(c2)C(=O)N([C@H](C)CO)C[C@H](C)[C@H](CN(C)C(=O)CCCN(C)C)OCCCC[C@@H](C)O3)cc1 | -0.2
18 | CCCN(C)C[C@H]1OCCCC[C@H](C)Oc2ccc(NC(=O)Nc3ccc(C(F)(F)F)cc3)cc2C(=O)N([C@@H](C)CO)C[C@H]1C | -3.7
19 | C[C@H]1CN([C@@H](C)CO)C(=O)c2cc(NC(=O)CCN3CCOCC3)ccc2O[C@H]1CN(C)S(=O)(=O)c1cccs1 | 4.9
20 | CC(=O)Nc1ccc2c(c1)C(=O)N(C)[C@H]1CC[C@@H](CC(=O)NC3CCCCC3)O[C@H]1CO2 | 3.4
21 | CNC[C@@H]1Oc2ncc(-c3cccc(F)c3)cc2C(=O)N([C@H](C)CO)C[C@@H]1C | 2.9&-0.2
22 | CCC(=O)N(C)C[C@H]1Oc2cc(-c3cccnc3)ccc2S(=O)(=O)N([C@@H](C)CO)C[C@H]1C | 1.8
23 | COc1ccccc1S(=O)(=O)Nc1ccc2c(c1)OC[C@H](C)NC[C@@H](C)[C@H](OC)CN(C)C2=O | -2.5
24 | CCCNC(=O)N(C)C[C@@H]1Oc2cc(-c3cncnc3)ccc2S(=O)(=O)N([C@@H](C)CO)C[C@@H]1C | -1.9
25 | C[C@H](CO)N1C[C@H](C)[C@@H](CN(C)C(=O)Nc2ccc(C(F)(F)F)cc2)Oc2ccc(NC(=O)C3CCCCC3)cc2CC1=O | 0.5
26 | CC(C)C#Cc1cnc2c(c1)C(=O)N([C@@H](C)CO)C[C@H](C)[C@H](CN(C)C(=O)Nc1ccccc1)O2 | 2.0
27 | CC(C)NC(=O)Nc1ccc2c(c1)CC(=O)N([C@H](C)CO)C[C@H](C)[C@H](CN(C)CC1CCCCC1)O2 | 1.7
28 | Cc1ccc(S(=O)(=O)N(C)C[C@H]2Oc3cc(C#Cc4ccncc4)ccc3S(=O)(=O)N([C@H](C)CO)C[C@H]2C)cc1 | 0.0
29 | C[C@H](CO)N1C[C@H](C)[C@@H](CN(C)Cc2ccccc2)Oc2ccc(NS(C)(=O)=O)cc2CC1=O | 0.1
30 | CC(C)CC#Cc1cnc2c(c1)C(=O)N([C@@H](C)CO)C[C@H](C)[C@@H](CN(C)C(=O)C1CCCCC1)O2 | 7.9

(more compounds)
nr | Molecule | Mtb BioA inh
31 | CCCC(=O)Nc1ccc2c(c1)OC[C@@H](C)N(Cc1ccccc1)C[C@H](C)[C@H](OC)CN(C)C2=O | 2.7
32 | Cc1noc(C)c1NC(=O)N(C)C[C@@H]1Oc2ccc(NC(=O)CCCCCC(=O)Nc3ccccc3N)cc2CC(=O)N([C@H](C)CO)C[C@@H]1C | -1.3
33 | C[C@H](CO)N1C[C@H](C)[C@H](CN(C)C(=O)c2ccncc2)OCc2ccccc2-c2ccccc2C1=O | -0.6
34 | O=S(=O)(c1ccccc1)N1CCCCN2[C@H](C1)[C@H](c1ccc(C#Cc3ccccc3)cc1)[C@@H]2CO | -0.6
35 | COc1ccc(S(=O)(=O)Nc2ccc3c(c2)C(=O)N([C@@H](C)CO)C[C@@H](C)[C@@H](CN(C)C(=O)Nc2ccc(F)cc2)O3)cc1 | 0.5
36 | C[C@H](CO)N1C[C@H](C)[C@H](CN(C)C(=O)Nc2ccccc2)Oc2c(NS(=O)(=O)c3cccs3)cccc2C1=O | -1.4
37 | C[C@@H]1CCCCO[C@H](CN(C)Cc2ccc3c(c2)OCO3)[C@H](C)CN([C@H](C)CO)C(=O)c2cc(NC(=O)C3CCCCC3)ccc2O1 | -0.5
38 | C[C@@H]1CN([C@@H](C)CO)C(=O)c2cc(-c3cncnc3)cnc2O[C@H]1CN(C)C(=O)Cc1cccnc1 | 0.4
39 | CO[C@H]1CN(C)C(=O)c2cc(NS(=O)(=O)c3cn(C)cn3)ccc2OC[C@@H](C)N(Cc2cccc(F)c2)C[C@@H]1C | 0.4
40 | O=C(NCC1CCCCC1)[C@H]1[C@H](CO)[C@H]2Cn3c(ccc(-c4ccc(F)cc4)c3=O)[C@@H]1N2 | -0.5
41 | C[C@H]1CN([C@@H](C)CO)C(=O)c2cc(NC(=O)CCCN(C)C)ccc2O[C@H]1CN(C)C(=O)Nc1cccc2ccccc12 | 0.2
42 | CO[C@@H]1CC[C@@H]2CCOc3c(C#N)cccc3C(=O)N(C)C[C@@H](C)C(=O)N(C)C[C@H]1O2 | -0.5
43 | O=C(NCC(O)CO)[C@]1(Cc2ccccc2)N=C(c2ccc(OCCCO)cc2)O[C@@H]1c1ccccc1 (stereo partly drawn) | 0.1
44 | CN(C)CC#Cc1ccc([C@H]2[C@H]3CN(C(=O)Nc4ccccc4F)CCCCN3[C@H]2CO)cc1 | -2.5
45 | C[C@H]1CCCCO[C@@H](CN(C)S(=O)(=O)c2ccc(F)cc2)[C@@H](C)CN([C@@H](C)CO)C(=O)c2cc(N(C)C)ccc2O1 | -0.4
46 | C[C@H](O)C#Cc1ccc2c(c1)O[C@H](CN(C)C(=O)C1CCCCC1)[C@@H](C)CN([C@H](C)CO)S2(=O)=O | 0.7
47 | O=C(CCN1CCCCC1)NCC[C@@H]1CC[C@H](NC(=O)c2ccc(F)cc2)[C@@H](CO)O1 | -4.5
48 | C[C@@H]1CN([C@H](C)CO)C(=O)Cc2cc(NC(=O)CCC(F)(F)F)ccc2O[C@@H]1CN(C)Cc1ccccc1 | 1.0
49 | C[C@H](NC(=O)C[C@@H]1C=C[C@@H](NC(=O)Nc2ccc3c(c2)OCO3)[C@H](CO)O1)c1ccccc1 | -0.7
50 | C/C=C/c1ccc([C@H]2[C@H]3CN(S(=O)(=O)c4cccs4)CCCCN3[C@H]2CO)cc1 | 2.2
51 | C[C@H]1CCCCO[C@@H](CN(C)C(=O)c2ccncc2)[C@@H](C)CN([C@@H](C)CO)C(=O)c2cc(N(C)C)ccc2O1 | -1.0
52 | CC(C)NC(=O)N(C)C[C@H]1Oc2ccc(NC(=O)Nc3ccccc3)cc2CC(=O)N([C@@H](C)CO)C[C@@H]1C | -1.0
53 | O=C(N[C@H]1CC[C@H](CCn2cc(-c3cccnc3)nn2)O[C@@H]1CO)c1ccccc1F | 5.8
54 | C[C@@H]1CN([C@@H](C)CO)C(=O)Cc2cc(NC(=O)CCCCCC(=O)Nc3ccccc3N)ccc2O[C@H]1CN(C)S(=O)(=O)c1cn(C)cn1 | -3.1
55 | C[C@@H](NC(=O)C[C@@H]1C=C[C@@H](NC(=O)C2CCC2)[C@H](CO)O1)c1ccccc1 | -0.5
56 | O=C(C[C@H]1CC[C@@H]2[C@H](COC[C@@H](O)CN2Cc2ccc(Oc3ccccc3)cc2)O1)N1CCc2ccccc2C1 | 0.4
57 | COC(=O)[C@]1(CCS(=O)(=O)c2ccccc2)N=C(c2ccc(OCCCO)cc2)O[C@@H]1c1ccccc1CN=[N+]=[N-] | -0.5
58 | COc1ccccc1NC(=O)N1C[C@@H](O)COC[C@H]2O[C@@H](CC(=O)NCCc3ccncc3)CC[C@@H]21 | -1.6
59 | C[C@H](O)C#Cc1ccc2c(c1)O[C@H](CN(C)Cc1ccc(-c3ccccc3)cc1)[C@H](C)CN([C@H](C)CO)S2(=O)=O | 0.8
60 | C[C@H](CO)N1C[C@H](C)[C@H](CN(C)Cc2ccc(Cl)c(Cl)c2)Oc2c(NS(=O)(=O)c3ccc(F)cc3)cccc2C1=O | -1.4

An excerpt from above in order of formula weight, largest number first.
nr | Molecule | Mtb BioA inh
54 | C[C@@H]1CN([C@@H](C)CO)C(=O)Cc2cc(NC(=O)CCCCCC(=O)Nc3ccccc3N)ccc2O[C@H]1CN(C)S(=O)(=O)c1cn(C)cn1 | -3.1
51 | C[C@H]1CCCCO[C@@H](CN(C)C(=O)c2ccncc2)[C@@H](C)CN([C@@H](C)CO)C(=O)c2cc(N(C)C)ccc2O1 | -1.0
3 | COc1ccccc1NC(=O)N1CCCCN2[C@H](C1)[C@H](c1ccc(C#CC3CC3)cc1)[C@@H]2CO | -11.0

Part of the list above, reformatted:
54. C[C@@H]1CN([C@@H](C)CO)C(=O)Cc2cc(NC(=O)CCCCCC(=O)Nc3ccccc3N)ccc2O[C@H]1CN(C)S(=O)(=O)c1cn(C)cn1
  Mtb BioA inh: -3.1

55. C[C@@H](NC(=O)C[C@@H]1C=C[C@@H](NC(=O)C2CCC2)[C@H](CO)O1)c1ccccc1
  Mtb BioA inh: -0.5

56. O=C(C[C@H]1CC[C@@H]2[C@H](COC[C@@H](O)CN2Cc2ccc(Oc3ccccc3)cc2)O1)N1CCc2ccccc2C1
  Mtb BioA inh: 0.4

57. COC(=O)[C@]1(CCS(=O)(=O)c2ccccc2)N=C(c2ccc(OCCCO)cc2)O[C@@H]1c1ccccc1CN=[N+]=[N-]
  Mtb BioA inh: -0.5

Continuation:
nr | Molecule | Mtb BioA inh
61 | Cc1ccc(S(=O)(=O)N(C)C[C@@H]2Oc3c(NS(=O)(=O)c4ccc(F)cc4)cccc3C(=O)N([C@@H](C)CO)C[C@@H]2C)cc1 | 7.2
62 | CCCNC(=O)N(C)C[C@H]1Oc2cc(-c3cncnc3)ccc2S(=O)(=O)N([C@H](C)CO)C[C@@H]1C | -0.7
63 | Cc1ccc(-c2cnc3c(c2)C(=O)N([C@@H](C)CO)C[C@@H](C)[C@@H](CN(C)C(=O)c2ccccc2)O3)cc1 | 0.3
64 | CS(=O)(=O)Nc1ccc2c(c1)[C@@H]1C[C@H](CC(=O)NCc3ccncc3)O[C@@H](CO)[C@@H]1O2 | 1.4
65 | CNC[C@@H]1Oc2ccc(NS(=O)(=O)c3ccc(OC)cc3)cc2C(=O)N([C@H](C)CO)C[C@@H]1C | -4.8
66 | CO[C@H]1CN(C)C(=O)c2cc(NC(=O)C3CCCC3)ccc2OC[C@@H](C)N(CC2CC2)C[C@H]1C | -1.6
67 | Cc1ccc(S(=O)(=O)Nc2ccc3c(c2)C(=O)N([C@H](C)CO)C[C@H](C)[C@@H](CN(C)C(=O)Nc2cccc4ccccc24)OCCCC[C@@H](C)O3)cc1 | -1.3
68 | O=C(C[C@@H]1C[C@H]2c3cc(NC(=O)C4CCC4)ccc3O[C@H]2[C@@H](CO)O1)NCC(F)(F)F | -0.7
69 | COC(=O)[C@H]1[C@H](CO)[C@H]2Cn3c(ccc(C4=CCCC4)c3=O)[C@H]2N1C(=O)C1CCC1 | -0.5
70 | Cc1cc(C(=O)Nc2cccc3c2O[C@@H](CN(C)C(=O)NC(C)C)[C@H](C)CN([C@H](C)CO)C3=O)n(C)n1 | 3.5
71 | CN(C)C(=O)C[C@@H]1CC[C@@H]2[C@H](COC[C@@H](O)CN2CC2CCCC2)O1 | -1.6
72 | COc1ccc(C#Cc2ccc3c(c2)O[C@H](CN(C)C(=O)c2ccccn2)[C@H](C)CN([C@@H](C)CO)S3(=O)=O)cc1 | 2.7
73 | CCC(=O)N1C[C@H](O)COC[C@H]2O[C@@H](CC(=O)NCc3cc(F)cc(F)c3)CC[C@@H]21 | -1.8
74 | COc1ccc(S(=O)(=O)N(C)C[C@H]2Oc3c(NS(=O)(=O)c4ccccc4)cccc3C(=O)N([C@H](C)CO)C[C@@H]2C)cc1 | 1.1
75 | O=C(Cc1cccnc1)N1CCCCN2[C@@H](CO)[C@@H](c3ccc(C#CC4CC4)cc3)[C@@H]2C1 | 3.9
76 | COCCOC(=O)N1C(=O)[C@@]2(c3cc(C#Cc4ccc(OC)cc4)ccc31)[C@H](C(=O)N1CCN(c3ncccn3)CC1)[C@H]1C(=O)O[C@H](c3ccccc3)[C@H](c3ccccc3)N1[C@@H]2c1ccccc1OCCO | 0.3
77 | C[C@H](CO)N1C[C@H](C)[C@@H](CN(C)Cc2ccc3c(c2)OCO3)OCCCC[C@H](C)Oc2ccc(NS(=O)(=O)c3ccc(Cl)cc3)cc2C1=O | 1.3
